# Screening data: PubChem, several laboratories
# EP2 mod – EP2 receptor (human) modulation; P43116; EP2-expressing cells, cAMP HTRF FRET, PGE2 co-stimulation; induction, % at 25 µM; actives 0.83% (n = 260,000); AID 940;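 active means compounds whose cAMP rise, as percent of the full-agonist control response, exceeds 60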;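 further: rat C6 glioma line stably carrying human EP2 under a CMV promoter; the protocol text gives 20 µM as final concentration; 100% = response of wells given 1 µM PGE2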
# Target sequence (P43116 whole entry, looked up): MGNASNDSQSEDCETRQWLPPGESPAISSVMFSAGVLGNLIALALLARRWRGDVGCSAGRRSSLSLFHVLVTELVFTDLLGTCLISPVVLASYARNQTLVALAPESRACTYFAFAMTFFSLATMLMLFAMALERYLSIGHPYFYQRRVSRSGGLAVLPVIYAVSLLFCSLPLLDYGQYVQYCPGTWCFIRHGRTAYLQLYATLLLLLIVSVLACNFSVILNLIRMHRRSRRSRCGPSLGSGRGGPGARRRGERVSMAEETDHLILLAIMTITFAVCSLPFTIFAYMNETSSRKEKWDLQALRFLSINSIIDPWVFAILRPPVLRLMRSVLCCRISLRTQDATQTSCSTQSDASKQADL
# Calpain2 inh – blocks pig calpain II enzyme activity. purified calpain II, fluorogenic peptide substrate, 30 min. inhibition, % at 16 µM. actives 0.37% (n = 220,000). AID 1236;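 active means inhibition above about 50%, limit read from the data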
# S1P4 antagonist – antagonists of human S1P4 receptor. O95977. S1P4-expressing cells, antagonist mode, reporter read-out. inhibition, % at 4.98 µM. actives 0.26% (n = 220,000). AID 1510; in the data active means inhibition above about 29%;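 further: 0% = wells stimulated with agonist and 100% = vehicle wells without agonist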
# TRPML3 agonist – human mucolipin-3 channel agonism | Q8TDD5 | HEK293 TRPML3-YFP, Fluo-8 calcium fluorescence; 100% = the carbachol control signal | activation, % at 3 µM | actives 0.29% (n = 220,000) | AID 1448;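 active means activation above its plate's cutoff, the mean activation of the plate's test wells plus 3 SD, cut at about 12% in these data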;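 further: 0% = DMSO only wells and 100% = carbachol wells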
# Target sequence (Q8TDD5 whole entry, looked up): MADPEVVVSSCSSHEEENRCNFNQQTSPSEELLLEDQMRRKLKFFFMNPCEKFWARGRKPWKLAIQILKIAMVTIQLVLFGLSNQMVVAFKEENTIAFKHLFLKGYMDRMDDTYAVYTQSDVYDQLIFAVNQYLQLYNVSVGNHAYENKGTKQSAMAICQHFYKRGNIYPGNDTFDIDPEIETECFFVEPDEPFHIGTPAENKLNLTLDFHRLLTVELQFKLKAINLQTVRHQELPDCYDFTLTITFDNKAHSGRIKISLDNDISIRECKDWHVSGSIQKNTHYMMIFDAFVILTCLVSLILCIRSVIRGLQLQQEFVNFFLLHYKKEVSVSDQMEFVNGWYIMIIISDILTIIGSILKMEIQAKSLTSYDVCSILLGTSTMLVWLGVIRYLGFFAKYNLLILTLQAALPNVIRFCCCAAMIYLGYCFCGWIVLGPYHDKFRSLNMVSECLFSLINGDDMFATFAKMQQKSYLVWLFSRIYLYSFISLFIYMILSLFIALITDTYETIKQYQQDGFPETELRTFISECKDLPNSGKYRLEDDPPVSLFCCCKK
#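 Test system: TRPML3-YFP stable HEK293 cells. Doses: single point at 3 µM. Incubation: dye loading 1 h 37 °C then 30 min ambient, 125 s read. Signal: Fluo-8 calcium dye fluorescence, ex 470-495, em 515-575 nm. Measure: percent activation from peak-to-basal fluorescence ratio, scaled between DMSO and carbachol.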
# S1P4 ag – agonists of human S1P4 receptor | O95977 | S1P4-expressing cell line, agonist reporter assay | activation, % at 4.98 µM | actives 0.35% (n = 220,000) | AID 1509; in the data active means activation above about 11%;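 further: 0% = DMSO vehicle and 100% = reference agonist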
# BaF3 tox – parental Ba/F3 viability inhibition as JAK2V617F counter-screen. CellTiter-Glo ATP luminescence. inhibition, % at 5.6 µM. actives 1.1% (n = 220,000). AID 1486;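 active means inhibition above a per-campaign cutoff, the mean inhibition of all tested compounds plus 3 SD, cut at about 27% in these data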;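 further: 0% = DMSO wells and 100% = JAK Inhibitor I control wells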
# PERK inh – inhibitors of human PERK kinase. Q9NZJ5. CHO PERK-DD fusion, SEAP luminescence translation reporter. inhibition, % at 5.6 µM. actives 0.17% (n = 220,000). AID 1416;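 active means inhibition above the mean inhibition of all tested compounds plus 3 SD, set separately per screening campaign, cut at about 2.9% in these data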;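 further: PERK kinase domain activated by AP20187 dimerizer at 100 nM; 0% = DMSO with dimerizer and 100% = rapamycin at 8.4 µM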
# Ba/F3 V617F tox – reduce viability of Ba/F3 cells dependent on JAK2V617F. Ba/F3 EpoR-JAK2V617F viability, ATP luminescence. inhibition, % at 5.6 µM. actives 1.1% (n = 220,000). AID 1446;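 active means inhibition above the campaign mean plus 3 SD over all tested compounds, cut at about 24% in these data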;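 further: cytokine-independent growth of Ba/F3 cells driven by EpoR plus mutant JAK2; 0% = DMSO-treated cells and 100% = JAK inhibitor I control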
# zfTRPN1 agonist – zebrafish TRPN1 (NompC) channel agonism. AID 1424. actives 0.18% (n = 220,000). activation, % at 3 µM. HEK293 zebrafish TRPN1-YFP, Fluo-8 calcium fluorescence; 100% = response to 87 µM carbachol;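 active means activation above its plate's cutoff, the mean activation of test wells on that plate plus 3 SD, cut at about 19% in these data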;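 further: 0% = DMSO alone and 100% = 87 µM carbachol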
#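 Control set: carbachol 87 µM as high control, DMSO as low control; system: HEK293 stable line with zebrafish TRPN1-YFP; read-out: % activation versus carbachol response; detection: intracellular calcium fluorescence with Fluo-8; doses: single test compound dose, 3 µM nominal, 0.3% DMSO; schedule: dye 1 h 37 °C plus 30 min RT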
# * marks the source's active call; other numbers are inactive results; x = no result given.
# Order of results: EP2 mod | Calpain2 inh | S1P4 antagonist | TRPML3 agonist | S1P4 ag | BaF3 tox | PERK inh | Ba/F3 V617F tox | zfTRPN1 agonist
CCn1c(CSCc2ccc(C)cc2)nnc1SCC(=O)NCc1ccccc1
→ -12 | -6 | -2 | 0.9 | 3.3 | 2 | 0.9 | -2 | 3.9
C=CCn1c(SCC(=O)NC(C)(C)C)nnc1-c1ccccc1O
→ -10 | -4 | 14 | 0.2 | 3.1 | 5 | -1.0 | 1 | 3.6
O=C(NC1CCCc2ccccc21)c1cccnc1 (stereo not given)
→ 15 | -6 | -17 | 0.4 | 0.4 | 7 | 0.1 | -2 | -0.1
C#CCOCCOCCOCCNc1nc(N2CCN(C(=O)Cn3cc(CC(C)O)nn3)CC2)nc(N2CCN(C(=O)[C@H]([C@@H](C)CC)n3cc(CCCN=C(N)N)nn3)CC2)n1 (stereo not given in full)
→ 16 | -15 | 9 | 1.2 | 0.7 | 9 | 0.6 | 0 | 2.0
COc1ccc(/C=C/C(=O)C23CC4CC(CC(C4)C2)C3)cc1CN1CCOCC1
→ 6 | -39 | -7 | -0.3 | 0.0 | 6 | -0.9 | -3 | -0.2
CC(NC(=O)c1cccc(C(F)(F)F)c1)C(c1ccccc1)N1CCOCC1 (stereo not given)
→ 12 | -12 | 8 | -1.2 | 2.8 | 6 | -0.1 | -1 | -2.0
O=c1cc(O)c2ccccc2[nH]1
→ -48 | 17 | -33 | 0.0 | -2.2 | 1 | -0.1 | 3 | 2.6
COc1ccc(C2CC(=O)C3=C(C2)Nc2ccccc2N(C(=O)CCC(=O)O)C3c2ccc(F)cc2)cc1 (stereo not given)
→ 12 | -7 | 12 | -0.8 | 2.6 | -1 | 1.1 | -4 | -2.1
O=C(Nc1ccccn1)N1CCOCC1
→ 10 | -7 | 0 | 0.3 | -2.3 | 0 | 0.1 | -4 | 0.8
O=C(c1ccco1)N1CCC(c2ccccc2)C1 (stereo not given)
→ 9 | -16 | 6 | 0.7 | -0.2 | 7 | 0.9 | 1 | 0.8
O=C(COc1ccccc1O)N1CCN(C(=O)c2ccco2)CC1
→ 17 | -14 | 9 | -0.1 | 0.4 | -2 | 0.6 | 0 | 0.3
CC(=O)n1cc([C@@H]2C=C(C(=O)O)O[C@H](OCc3ccc(CO)cc3)C2)c2ccccc21
→ 10 | -21 | 2 | 0.1 | -2.0 | 1 | 1.1 | -2 | 0.1
N#CCCNc1ccc(OCCC#N)cc1
→ 16 | -4 | -9 | -0.8 | 2.6 | 3 | -0.6 | 4 | 1.1
COC(=O)c1sccc1N/N=C/c1cccc(OC)c1O
→ -8 | 20 | -41 | 0.6 | 1.1 | 5 | 0.6 | 3 | 2.1
O=C1SCCC1NS(=O)(=O)c1ccccc1[N+](=O)[O-] (stereo not given)
→ 14 | -20 | -11 | 1.4 | -0.6 | 5 | 0.1 | 1 | -0.7

# Continued (three carried over from the part before).
# Order of results: EP2 mod | Calpain2 inh | S1P4 antagonist | TRPML3 agonist | S1P4 ag | BaF3 tox | PERK inh | Ba/F3 V617F tox | zfTRPN1 agonist
N#CCCNc1ccc(OCCC#N)cc1
→ 16 | -4 | -9 | -0.8 | 2.6 | 3 | -0.6 | 4 | 1.1
COC(=O)c1sccc1N/N=C/c1cccc(OC)c1O
→ -8 | 20 | -41 | 0.6 | 1.1 | 5 | 0.6 | 3 | 2.1
O=C1SCCC1NS(=O)(=O)c1ccccc1[N+](=O)[O-] (stereo not given)
→ 14 | -20 | -11 | 1.4 | -0.6 | 5 | 0.1 | 1 | -0.7
CCCN(CCO)CCCc1ccccc1
→ 12 | -23 | -13 | 1.2 | 2.1 | 7 | -0.7 | 4 | 0.3
CCCOc1ccc(CCc2n[nH]c(=S)n2Cc2ccccc2)cc1
→ 3 | -4 | -5 | -1.4 | 1.5 | 0 | 1.3 | -4 | -0.3
CN(C)c1ccc(C(=O)Nc2ccc(S(=O)(=O)NC3=NCCCCC3)cc2)cc1
→ x | x | -25 | -1.1 | 0.3 | -2 | -1.2 | 9 | 0.0
c1cc2c(cc1C1=Nn3c(nnc3C3CCCCC3)SC1)OCO2
→ 37 | 48 | -11 | 0.3 | 1.1 | 10 | -0.9 | 5 | -1.5
O=C(Cn1cc(C(=O)C(F)(F)F)c2cc(Br)ccc21)N1CCOCC1
→ -21 | -12 | -19 | 1.9 | 0.4 | 8 | 1.9 | 3 | 2.5
Cc1cc(C)c2[nH]c(=O)c(=O)[nH]c2c1
→ 39 | -29 | -4 | -0.1 | 0.1 | 8 | 0.5 | 0 | 1.5
Cc1nc2sc3c(c2c(=O)[nH]1)CCC3
→ -1 | -17 | -9 | 0.6 | 0.1 | -1 | 0.3 | 1 | 0.9
CCn1c(=N)n(CC(=O)C23CC4CC(CC(C4)C2)C3)c2ccccc21
→ -48 | 18 | -6 | 0.1 | 0.4 | 3 | 0.5 | -4 | -0.7
CC1(C(=O)O)Cc2ccccc2C(=O)O1 (stereo not given)
→ 11 | 13 | 17 | 0.9 | -2.1 | 2 | 0.4 | 0 | 0.1
COc1ccc(OC)c(-c2cc(C(=O)Nc3cc(C)n(Cc4ccc(Cl)cc4)n3)no2)c1
→ -25 | -61 | 4 | 0.2 | -0.7 | -3 | -0.5 | 0 | 1.3
O=C(O)c1ccccc1SCc1ccc2c(c1)OCO2
→ 2 | -62 | -16 | 0.0 | -1.6 | -1 | -0.5 | -3 | -0.6
CC(=O)NNc1cc(=O)c2c(=O)n(C)c(=O)n(C)c2[nH]1
→ 9 | -20 | -5 | 0.8 | 1.1 | 7 | 0.7 | 0 | -0.5
Cc1ccc(NC(=O)c2cccs2)cc1
→ -1 | -6 | 8 | 0.2 | 0.8 | 4 | 1.1 | -1 | 0.0
N#CC1=C(N)Oc2n[nH]c(-c3cccs3)c2C1c1ccccc1C(=O)O (stereo not given)
→ 33 | -15 | -6 | 0.2 | 1.4 | 6 | 0.9 | 2 | -0.4
O=C(Nc1cnccn1)c1cccnc1
→ 10 | 5 | -2 | 1.3 | 1.9 | 2 | 1.2 | -4 | 0.0

# The listing continues:
Molecule	EP2 mod	Calpain2 inh	S1P4 antagonist	TRPML3 agonist	S1P4 ag	BaF3 tox	PERK inh	Ba/F3 V617F tox	zfTRPN1 agonist
CCOC(=O)c1c(-c2ccc(F)cc2)cn2ccccc12	39	-296	1	-0.8	1.2	-1	0.8	-5	-1.8
O=C(COc1ccc(F)c(Cl)c1)c1ccc[nH]1	7	-98	9	-0.1	0.3	6	-0.2	5	0.2
Cc1ccc(C)c(S(=O)(=O)N2CC(=O)N(CCc3ccccc3)C(=O)C2)c1	-42	5	2	0.7	2.4	4	0.2	-2	0.6
O=c1c2c(-c3ccccc3)csc2ncn1/N=C/c1c2ccccc2cc2ccccc12	19	-125	-16	0.5	-1.3	5	-0.4	0	0.1
O=C(NNC(=S)Nc1cccc2ccccc12)c1cccc(Br)c1	-41	-48	19	0.4	-3.1	5	-0.1	2	2.5
CCC1CCc2[nH]nc(C(=O)O)c2C1 (stereo not given)	19	-11	-4	1.4	-0.9	3	0.6	3	0.3
COC(=O)c1sccc1NC(=O)Nc1ccccc1F	14	8	3	0.1	-0.1	2	0.9	-1	-0.6
CCC1(CC)Cc2ccccc2-c2nc(-c3ccccc3)oc(=O)c21	41	3	5	0.8	2.0	2	1.5	-2	-0.1

# (list continues)
Molecule	EP2 mod	Calpain2 inh	S1P4 antagonist	TRPML3 agonist	S1P4 ag	BaF3 tox	PERK inh	Ba/F3 V617F tox	zfTRPN1 agonist
NC(=O)CSCc1ccc(Br)cc1	5	0	-8	0.5	0.6	3	0.3	-3	-0.6
O=C(COC(=O)/C=C/c1ccccc1[N+](=O)[O-])NC1CC1	28	-42	-16	0.7	0.5	4	1.0	-2	0.0
Nc1nonc1OCCc1ccccc1	10	-24	-14	0.0	-2.1	2	1.7	-2	-0.3
Cc1cc(C)nc(NC(=O)CCCC(=O)O)c1	10	3	-5	-0.3	0.4	6	2.3	1	-0.7
COc1ccc(CC(=O)N2CCCc3ccccc32)cc1	33	0	5	-0.8	-1.5	2	1.3	-2	-1.4
Cc1cc(=O)oc(C)c1C(=O)NCC(C)C	3	14	-3	0.4	0.3	6	1.7	3	0.5
CCC(C)[C@@H](C(=O)N1CCNCC1)n1cc(CCCN=C(N)N)nn1 (stereo not given in full)	3	14	-9	0.0	0.3	2	2.5	0	-0.7
CC(CCc1ccccc1)NC(=O)c1ccc(C(=O)NC(C)CCc2ccccc2)cc1 (stereo not given)	11	-17	-7	1.1	1.5	7	-0.8	4	-0.3

# Continued:
Molecule	EP2 mod	Calpain2 inh	S1P4 antagonist	TRPML3 agonist	S1P4 ag	BaF3 tox	PERK inh	Ba/F3 V617F tox	zfTRPN1 agonist
CC(=O)OC1CC(C)(C)N(OC(=O)c2ccc(N)cc2)C(C)(C)C1	0	-3	18	1.9	0.4	2	0.0	-3	0.8
C=CCNC(=O)COC(=O)/C=C/c1cccs1	12	-41	-12	0.5	-0.2	2	0.6	-5	1.0
O=C(NCc1ccc2c(c1)OCO2)C1CCC(CNS(=O)(=O)c2cccc3nsnc23)CC1 (stereo not given)	-15	10	-10	0.5	-2.5	2	-0.6	-1	2.0
O=C(c1ccco1)N1CCN(C(=O)c2ccccc2[N+](=O)[O-])CC1	4	-22	8	1.1	1.3	3	0.8	-3	0.5
Cn1c(=O)c2c(SCC(=O)Nc3ccc4c(c3)OCCO4)nc(CC(C)(C)C)nc2n(C)c1=O	12	-33	-26	0.5	0.7	4	-0.3	0	1.3
CCN1CCN(c2cc(C)c3cc(NC(=O)c4ccc(Br)o4)ccc3n2)CC1	-28	5	4	0.4	0.5	7	-1.9	3	0.1
COc1ccccc1NC(=O)CSc1nnc2ccc(-c3cccnc3)nn12	23	-30	12	0.5	2.4	1	0.1	-3	0.5
CCC(C)[C@H](NC(=O)N1CCCC1)C(=O)OC (stereo not given in full)	10	18	7	1.0	8.3	5	0.6	0	0.8

# Remaining list, next part:
Molecule	EP2 mod	Calpain2 inh	S1P4 antagonist	TRPML3 agonist	S1P4 ag	BaF3 tox	PERK inh	Ba/F3 V617F tox	zfTRPN1 agonist
Cc1ccc2c(c1)c1c3n2CCN(C(=O)C2CC2)C3CCC1 (stereo not given)	38	-15	-12	-0.4	2.5	6	1.0	0	-0.1
CN(Cc1ccccn1)Cc1nc(COc2ccccc2)no1	-16	-20	-16	0.3	0.3	-1	1.0	-3	-1.7
COc1cc(-c2noc(CCCC(=O)NC3CCCCC3)n2)cc(OC)c1OC	-14	13	-11	0.7	-0.7	8	-0.3	2	0.4
CC1(C)Cc2ccccc2-c2nnc(SCC(=O)Nc3ccc4c(c3)OCO4)n21	2	15	-4	0.2	-4.1	2	-0.7	-5	-1.4
CCc1nnc(NC(=O)C(C)N2C(=O)C3C4C=CC(C4)C3C2=O)s1 (stereo not given)	20	-8	-3	0.2	1.6	0	-0.1	-5	0.7
C=CCOc1c(Cl)cc(CNc2ccc3[nH]c(=O)[nH]c3c2)cc1OC	-37	-11	-5	0.6	1.2	4	1.2	4	0.8
COc1ccccc1CC(=O)Nc1ccc([N+](=O)[O-])cc1O	-20	23	-2	5.7	-1.0	2	-0.6	6	21*
COc1cccc(C2C3=C(N=C4SCC(=O)N42)c2ccccc2CC3)c1OC (stereo not given)	-38	-62	-10	0.5	0.6	-3	-0.3	-3	-0.7
c1ccc(-c2nnc(NC3=NCCC3)o2)cc1	-4	14	-21	0.3	-0.7	7	0.2	6	0.6

# Rows are unselected. About 3.6% of those tested had a hit in this group.
